# TAAR1 antagonist = antagonists of human TAAR1; Q96RJ0; CHO RD-HGA16 TAAR1, Fluo-8 calcium fluorescence, antagonist; inhibition, % at 3 µM; hit rate 1.5% among 360,000;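 active = inhibition above a per-plate cutoff, the mean inhibition of test compounds on that plate plus 3 SD, cut at about 49% in these data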;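 note: 0% = DMSO plus EC80 beta-PEA response and 100% = DMSO alone without agonist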
# Target sequence (Q96RJ0 whole entry, looked up): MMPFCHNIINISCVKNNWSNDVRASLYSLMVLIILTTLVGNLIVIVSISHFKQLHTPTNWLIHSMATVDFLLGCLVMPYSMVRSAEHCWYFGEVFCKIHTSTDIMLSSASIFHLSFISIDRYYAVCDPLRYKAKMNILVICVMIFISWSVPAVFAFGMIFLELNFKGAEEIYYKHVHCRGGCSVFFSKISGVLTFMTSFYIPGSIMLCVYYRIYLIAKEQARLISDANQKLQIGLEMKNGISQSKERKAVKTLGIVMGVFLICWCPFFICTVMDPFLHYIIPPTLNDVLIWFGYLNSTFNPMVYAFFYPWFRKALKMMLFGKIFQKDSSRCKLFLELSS
#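 Test system – hTAAR1-expressing CHO RD-HGA16 cells, Gα16-coupled · Reagent – β-PEA at EC80 concentration, post-compound challenge · Compound dosing – 3 µM, single point · Timing – 140 s kinetic read after compound, 140 s after agonist · Detection – Fluo-8 intracellular calcium dye fluorescence, real-time kinetic reads · Control set – DMSO and EC80 PEA controls · Repeats – n of 1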
# M1 antag = antagonists of human M1 muscarinic receptor. P11229. inhibition, % at 3 µM. CHO-K1 hM1, Fluo-8 calcium fluorescence, ACh EC80 antagonist. hit rate 1.3% among 360,000;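 active = percent inhibition above its own plate's cutoff, namely the mean of that plate's compound wells plus 3 SD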;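 note: peak over basal fluorescence ratio during 140 s after agonist addition; 0% = ACh EC80 plus DMSO and 100% = DMSO alone without agonist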
# Target sequence (P11229 whole entry, looked up): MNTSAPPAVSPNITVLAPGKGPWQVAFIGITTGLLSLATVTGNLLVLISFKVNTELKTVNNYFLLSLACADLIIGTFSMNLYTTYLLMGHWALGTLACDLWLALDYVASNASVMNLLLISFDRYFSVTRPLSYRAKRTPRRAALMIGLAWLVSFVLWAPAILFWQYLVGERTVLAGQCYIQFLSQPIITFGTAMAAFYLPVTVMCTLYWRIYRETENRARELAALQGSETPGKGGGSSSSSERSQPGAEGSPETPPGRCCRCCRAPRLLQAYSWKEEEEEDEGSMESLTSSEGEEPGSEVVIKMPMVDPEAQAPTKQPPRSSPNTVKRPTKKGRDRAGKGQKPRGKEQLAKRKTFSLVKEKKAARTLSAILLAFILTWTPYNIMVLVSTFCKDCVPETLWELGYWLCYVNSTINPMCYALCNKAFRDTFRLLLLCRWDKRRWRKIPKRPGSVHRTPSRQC
# M1 ag parental = counter-screen for M1 agonists: effect in parental CHO-K1 cells | hit rate 0.48% among 360,000 | activation, % at 3 µM | Fluo-8 calcium fluorescence; scaled to maximal ATP response, vehicle zero | AID 602248; in the data active = activation above about 15%;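 note: untransfected CHO-K1 host cells lacking M1 receptor as counterscreen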
# CHRM1 agonist = activates human CHRM1 receptor; CHO-K1 hM1, Fluo-8 calcium fluorescence, agonist mode; 0% DMSO, 100% acetylcholine EC100; P11229; activation, % at 3 µM; hit rate 0.33% among 360,000;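 active = activation above the run's mean compound activation plus 3 SD, cut at about 16% in these data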;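 note: peak over basal fluorescence ratio within a 140 s kinetic read after compound addition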
# CHO-K1 Ca PAM = counter-screen for M1 PAMs: effect in parental CHO-K1 cells. ATP EC20, Fluo-8 calcium fluorescence; 0% at ATP EC20, 100% at ATP max. hit rate 0.02% among 360,000. AID 602247. activation, % at 3 µM;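 active = activation above the run cutoff, the mean activation of all test compounds plus 3 SD, cut at about 40% in these data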;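 note: peak over basal fluorescence ratio in a 140 s read after ATP addition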
# CHO parental Ca = signal in parental CHO cells, OX1R antagonist counter-screen; parental CHO-K1, ATP-induced calcium, Fluo-8 fluorescence; inhibition, % at 5.6 µM; hit rate 0.63% among 330,000;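 active = inhibition above that plate's mean sample inhibition plus 3 SD, cut at about 26% in these data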;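 note: 0% = ATP-challenged DMSO wells and 100% = DMSO wells without ATP; some compounds past the cut are filed as inactive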
#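 test system = CHO parental line | reagent = ATP stimulus | measured by = intracellular calcium via Fluo-8 no-wash fluorescent dye | control set = ATP and no-ATP DMSO wells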
# CHO-K1 Ca antag = M1 antagonist counterscreen hit in parental CHO-K1 cells; inhibition, % at 3 µM; ATP-induced calcium, Fluo-8 fluorescence; hit rate 0.6% among 360,000;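 active = inhibition above a per-plate cutoff, the plate's mean sample inhibition plus 3 SD, cut at about 24% in these data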;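 note: 0% = DMSO plus EC80 ATP and 100% = DMSO alone without ATP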
# TAAR1 agonist = agonists of human TAAR1; AID 624467; CHO RD-HGA16 TAAR1, Fluo-8 calcium fluorescence; vehicle wells 0%, saturating PEA agonist 100%; activation, % at 3 µM; hit rate 0.99% among 360,000;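 active = activation above the mean activation of all test compounds in the run plus 3 SD, cut at about 38% in these data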
#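 Benchmarks: low control DMSO, high control PEA (EC100); System: CHO RD-HGA16 cells carrying human TAAR1 plus Gα16; Detection: Fluo-8 fluorescence, 5 s baseline then 140 s kinetic read; Schedule: 17-24 h plating, Fluo-8 75 min 37 °C, 30 min RT; Read-out basis: % activation from peak over basal fluorescence ratio, DMSO-to-PEA scaled.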
# CHRM1 PAM = potentiates human M1 receptor response to acetylcholine | CHO-K1 hM1, Fluo-8 calcium fluorescence, ACh EC20; 0% = ACh EC20, 100% = maximal ACh | hit rate 0.088% among 360,000 | activation, % at 3 µM; in the data active = activation above about 19%, passing the limit was not always enough
# Active calls of the source: *; x = not tested or not shown. The order is random; 4.4% or so of the library scored in one or more.
SMILES,TAAR1 antagonist,M1 antag,M1 ag parental,CHRM1 agonist,CHO-K1 Ca PAM,CHO parental Ca,CHO-K1 Ca antag,TAAR1 agonist,CHRM1 PAM
CCc1ccc(NC(=O)c2sc3nc(C)nc(N4CCN(c5ccccn5)CC4)c3c2C)cc1,35,-6,0.4,0,-17,-11,7,0,5
Cc1ccc(N2CCN(C(=O)c3ccccc3Br)CC2)c(C)c1,30,-4,5.4,0,19,-12,-1,29,1
CC1(C)CC(=O)C2=C(C1)N(c1ccc(F)cc1)C(=O)CC2c1ccsc1 (stereo not given),-3,-13,1.6,-3,26,-23,-12,-2,13
OCC1(CCOc2ccccc2)CCN(Cc2ccc3cccc(F)c3n2)CC1,-4,-4,2.5,-14,20,-21,-6,7,1
O=C(/C=C/c1cccc([N+](=O)[O-])c1)NCc1ccccc1,12,-3,1.3,-10,14,5,6,0,6
COC(=O)C1=C(N)OC2=C(C(=O)CC(C)(C)C2)C1c1ccoc1 (stereo not given),-5,-23,0.4,-3,15,-3,-6,10,2
COc1ccc(C(=O)Nc2ccc3c(c2)nc(CCNC(C)=O)n3C)cc1,16,-5,0.3,-5,6,-5,-8,2,6
Cc1c(C#N)c(O)[nH]c(=O)c1N=Nc1ccc(Br)cc1C(=O)O,4,-10,1.2,-3,9,-2,-16,5,11
Clc1cc(Cl)cc(Nc2ccccc2CN(C/C=C/c2ccc3c(c2)OCO3)Cc2ccccc2)c1,-12,0,0.4,-1,16,x,-6,0,2
Cc1cccc(C)c1OCCNC(=O)C(=O)NCc1ccco1,-17,-2,-0.1,-3,-13,-3,17,4,12
CC1(C)Oc2c(ccc(O)c2CN2CCOCC2)C2=C1CCCC2,-21,-6,0.5,-7,13,x,-9,0,-4
Cc1ccccc1-n1nnnc1SCc1ncc(-c2ccccc2)o1,18,-8,0.8,-2,14,0,-22,8,5
COC(=O)CN(c1ccc2c(c1)OCCO2)S(=O)(=O)c1ccccc1,-10,-19,1.4,-3,14,4,-3,2,5
CC(Cl)C(=O)c1c(N)n(C)c(=O)n(C)c1=O (stereo not given),x,5,-0.2,-2,-12,-8,11,x,1
CCN1C(=O)C(CC(=O)Nc2ccc(OC)cc2)N(CCc2ccc(F)cc2)C1=S (stereo not given),69*,36,6.2,-5,-6,-2,-3,11,-11
COC(=O)c1ccc(CNC(=O)COc2ccccc2Br)o1,-3,-4,2.0,-7,3,4,-15,8,-1
Cc1ccc(NC(=O)COc2ccccc2C=O)cc1Cl,15,3,0.4,-2,-4,-3,7,6,7
CCOc1ccc(C(=O)c2ccc([N+](=O)[O-])cc2Cl)cc1,-4,7,-0.7,-10,-15,0,23,-2,-2
O=C(Nc1ccc(Cl)cc1)OCCN1CCOCC1,-12,1,3.6,-1,22,x,-12,4,3
CCN(C(=O)COC(=O)CC1CCCCC1)c1c(N)n(Cc2ccccc2)c(=O)[nH]c1=O,-9,3,-0.1,-4,-6,-4,-8,3,1
C=CCN(CC=C)S(=O)(=O)c1ccc(NC(=S)NC(=O)c2ccco2)cc1,38,-8,5.6,-4,13,6,-5,7,-7
CC(=O)c1ccc(N2CCN(C(=O)c3nn(Cc4ccccc4)c(=O)c4ccccc34)CC2)cc1,6,8,3.0,-6,13,-9,-15,1,-1
COc1ccc(CCN2CC(C(=O)N3CCSCC3)CCC2=O)cc1 (stereo not given),-10,-6,0.9,-2,6,-8,-8,1,5
c1ccc(COc2ccc(OCCOCCn3cncn3)cc2)cc1,1,7,1.8,-3,3,5,7,5,-3
CCCCN(C(=O)/C=C/c1ccc(OCC(C)C)c(OCC)c1)c1c(N)n(CCC)c(=O)[nH]c1=O,-11,-3,0.1,-6,7,10,1,3,3
O=C(NCC1CCCO1)c1cc(-c2ccncc2)nc2ccccc12 (stereo not given),15,-1,0.7,-2,-9,x,-3,2,0
Cc1ccccc1NC(=O)CCNS(=O)(=O)c1cccc2nsnc12,4,-14,0.9,-2,17,-3,-14,-1,10
COCCNC(=O)CN(C(=O)c1ccc(N2CCCC2)nc1)c1ccc(Cl)cc1,-18,3,0.1,2,-7,-8,9,0,9
CC(CCc1ccccc1)NC(=O)c1ccc(-n2cncn2)c([N+](=O)[O-])c1 (stereo not given),-6,22,0.8,-2,-20,-8,11,1,-7
Cc1c(C(=O)NCc2ccccc2)cnn1-c1ccccc1,-4,-10,0.8,-1,17,2,-12,3,9
C/C(=N\NC(=O)CN(c1ccccc1)S(C)(=O)=O)c1ccccc1O,12,-5,3.5,-7,19,-10,-22,3,5
O=C(c1cnn2c(C(F)F)cc(C3CC3)nc12)N1CCOCC1,7,-42,0.8,1,26,-1,-10,11,7
CN1CCCN(C(=O)c2cccc3ccccc23)CC1,-15,1,-0.2,-10,19,-7,-10,2,0
Cc1ccc(C(=O)CC(=O)COc2ccc(Cl)cc2)cc1,7,-6,0.7,-7,17,-4,-9,9,5
O=C(c1cccs1)c1coc2ccc(O)c(CN(CCO)CCO)c12,-4,-2,0.6,-6,4,-8,-5,1,2
COc1cc2[nH]c(=S)nc(NCC3CCCO3)c2cc1OC (stereo not given),-12,-26,0.1,-1,7,-20,10,25,13
N=c1sccn1CC(=O)Nc1ccc2c(c1)CCC2,-8,-2,0.2,-4,3,-13,-9,8,3
Cc1ccc(-n2ncc3c2CC(C)(C)CC3NC(=O)CN2CCCC2=O)cc1 (stereo not given),-10,-4,-0.2,2,-22,-10,18,0,17
CCOC(=O)Nc1ccc(S(=O)(=O)Nc2cc(C)on2)cc1,-9,-1,0.9,-2,18,0,2,0,10
CCOCc1nnc(NC(=O)c2ccco2)s1,-20,2,0.3,-1,3,-10,-8,12,6
CC(NC(=O)c1ccc(S(=O)(=O)N(C)C)cc1)c1ccc(-n2ccnc2)cc1 (stereo not given),-14,-6,1.3,-10,5,-5,-6,7,4
COc1ccc(/C=C(\C#N)C(=O)OCC(=O)NC(C)c2ccccc2)cc1 (stereo not given),7,-10,1.3,-6,-2,-9,4,4,-2
Cc1ccc(C(C)C)c(OCC(=O)NCC(c2cccs2)N2CCOCC2)c1 (stereo not given),24,-10,2.1,0,13,-17,-6,0,7
CC1=CC(=C(C#N)C#N)C=C(C)N1CCN1CCN(C(=O)Nc2ccc(Cl)c(Cl)c2)CC1,-24,-15,0.0,-7,8,1,-7,1,0
N#Cc1ccc(Oc2ccc(S(=O)(=O)N3CCCCC3)cn2)cc1,x,7,0.1,-4,-30,11,15,x,-3
Cc1ccc2cc(CN(c3ccccc3C)S(=O)(=O)c3ccccc3)c(=O)[nH]c2c1,-11,-7,1.0,-4,20,-9,-14,-1,5
CCC(c1nnnn1-c1c(C)cccc1C)N1CCN(c2ccccn2)CC1 (stereo not given),-6,x,0.7,x,10,x,-22,3,x
CC(C)CN1C(=O)c2ccc(C(=O)Nc3ccc(O)cc3C(=O)O)cc2C1=O,-35,-6,-0.2,1,21,-11,0,-2,6
Cc1cc(C)n(Cc2cccc(C(=O)N/N=C/c3cccnc3)c2)n1,10,-14,1.0,-4,0,x,-1,1,10
ON=C1CCCC2CCCCC12 (stereo not given),-8,6,0.1,-2,-3,x,-5,0,-3
CCOc1ccc(N(C(C)C(=O)NC(C)CC)S(C)(=O)=O)cc1 (stereo not given),2,-7,0.1,-5,-1,-5,-2,1,5
CCOc1ccccc1NC(=O)NCc1ccc2c(c1)OCO2,-4,-6,-0.6,-2,-2,-5,9,-1,15
CCOC(=O)CN(C(=O)CSc1nnc(CNc2ccc(F)cc2)n1C)c1ccccc1,-8,-8,0.4,-6,-1,-24,-8,5,12
CCN(Cc1ccccc1)c1ccc(/C=N/N=C(N)N)cc1,-12,6,0.2,-8,-5,-7,14,2,3
Cn1nc(C(=O)OCc2ccccc2F)c2ccccc2c1=O,94*,24,15,-1,-3,-6,3,432*,-13
COc1cc2c(C#N)c(N3CCOCC3)nc(N)c2c(N)n1,-19,-3,0.3,-1,-7,-8,-3,6,-2
CC(NC(=O)c1ccccc1)C(=O)OCC(=O)Nc1cccc(S(=O)(=O)N2CCCC2)c1 (stereo not given),-4,4,0.8,-6,-16,x,5,10,-2
N#Cc1c(N)nc2c(c1-c1ccncc1)CCCCCC2,-17,1,-0.1,-4,7,0,-1,12,-3
CSc1nc(-c2ccccc2)c(-c2ccccc2)[nH]1,-5,-9,1.4,-2,21,26,-6,0,10
O=C(Nc1ccc(Cl)c(Cl)c1)C1CCCCC1,20,10,2.6,-4,-1,-13,-21,5,-14
# New compounds follow:
SMILES,TAAR1 antagonist,M1 antag,M1 ag parental,CHRM1 agonist,CHO-K1 Ca PAM,CHO parental Ca,CHO-K1 Ca antag,TAAR1 agonist,CHRM1 PAM
Cn1c(=O)c2c(nc(CN3CCN(c4ccccc4)CC3)n2Cc2ccccc2Cl)n(C)c1=O,-1,-4,1.2,-6,29,x,-15,4,4
Cc1cc(C)c(C(=O)Cn2nc(C(=O)O)c3ccccc3c2=O)cc1C,-5,-13,2.6,2,7,-22,-9,-1,7
CC(=O)c1cccc(NC(=O)NNC(=O)CCC(=O)Nc2ccc(C)c(C)c2)c1,12,-9,2.6,-8,17,-9,-15,2,10
O=C(COC(=O)c1ccccc1Cc1ccccc1)Nc1ccc(SC(F)F)cc1,28,11,0.2,-5,-6,42*,7,3,-8
COc1ccccc1C(=O)Nc1cc(C)ccc1NC(=O)c1ccco1,-4,1,1.9,0,-19,-6,2,2,9
CCCCCC(=O)N1CCN(S(=O)(=O)c2ccc3c(c2)OCCO3)CC1,-9,-5,0.1,-3,7,-1,1,-2,2
CCOC(=O)c1nnn(-c2nonc2N)c1-c1ccc(C)cc1,-2,-10,0.1,-6,15,-22,1,0,7
CC(=O)c1cc(-c2ccccc2)n(CC(=O)Nc2cccc(C)c2)c1C,-14,4,0.8,-4,15,-18,2,3,-6
COc1ccc2c(c1)c1nc(SCC(C)C)n(CCO)c(=O)c1n2C,-16,-14,0.8,0,12,-9,-2,3,7
Cc1oc2c(c(C)cc3oc(=O)c(CC(=O)N[C@@H](CC(C)C)C(=O)O)c(C)c32)c1C,-15,-7,0.1,-2,-12,x,-3,3,10
COC(=O)NNC(=O)C1CCC(C(=O)NNC(=O)OC)CC1 (stereo not given),-6,-8,0.2,0,32,-10,-9,-1,10
O=C(NCc1ccccc1)c1cc(C2COCCN2C(=O)C2CC2)on1 (stereo not given),-5,-9,0.5,11,-14,x,11,0,7

# An excerpt from above, reduced to M1 antag:
SMILES | M1 antag
O=C(COC(=O)c1ccccc1Cc1ccccc1)Nc1ccc(SC(F)F)cc1 | 11
COc1ccccc1C(=O)Nc1cc(C)ccc1NC(=O)c1ccco1 | 1
CCCCCC(=O)N1CCN(S(=O)(=O)c2ccc3c(c2)OCCO3)CC1 | -5

# Bioassay records from PubChem BioAssay.
